Source: PubChem
OPRM1-OPRD1 ag: OPRM1-OPRD1 heterodimerization agonism; P35372+P41143; cells, luminescence; activation, % at 9.3 µM; actives 0.3% (n = 340,000); AID 504326; in the data active = activation above about 18%;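 also: 0% = vehicle-treated cells and 100% = reference agonist; values of inactives mirror those of a sister screen read the other way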
Target sequence (P35372 whole entry, looked up): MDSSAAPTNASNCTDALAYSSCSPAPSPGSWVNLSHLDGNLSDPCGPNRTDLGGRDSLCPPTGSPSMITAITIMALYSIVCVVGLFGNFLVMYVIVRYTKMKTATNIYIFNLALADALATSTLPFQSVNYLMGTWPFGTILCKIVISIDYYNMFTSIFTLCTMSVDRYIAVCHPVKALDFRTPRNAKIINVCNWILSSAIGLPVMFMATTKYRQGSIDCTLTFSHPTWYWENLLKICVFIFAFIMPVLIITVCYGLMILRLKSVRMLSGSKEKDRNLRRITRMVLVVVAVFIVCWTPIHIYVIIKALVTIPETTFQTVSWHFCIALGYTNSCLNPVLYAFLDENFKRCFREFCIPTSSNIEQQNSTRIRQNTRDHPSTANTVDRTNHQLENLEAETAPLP
Target sequence (P41143 whole entry, looked up): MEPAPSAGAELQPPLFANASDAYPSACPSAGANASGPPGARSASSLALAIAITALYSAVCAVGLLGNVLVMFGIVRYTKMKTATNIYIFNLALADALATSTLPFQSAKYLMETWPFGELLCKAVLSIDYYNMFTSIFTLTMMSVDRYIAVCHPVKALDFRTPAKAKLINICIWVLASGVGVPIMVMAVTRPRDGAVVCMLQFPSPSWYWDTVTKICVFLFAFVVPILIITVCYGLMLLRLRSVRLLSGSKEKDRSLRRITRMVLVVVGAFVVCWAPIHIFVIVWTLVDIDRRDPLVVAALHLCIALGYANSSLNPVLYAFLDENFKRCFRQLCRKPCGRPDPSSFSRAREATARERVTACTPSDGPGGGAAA
HTR5A inv ag: HTR5A inverse agonism, opioid heterodimer counter-screen | P47898 | HTR5A cell line, luminescence | inhibition, % at 9.3 µM | actives 0.083% (n = 340,000); in the data active = inhibition mostly above about 23%, no sharp cut-off; inactive = mostly below about 18%;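 also: 0% = cells with DMSO and 100% = no-cell wells with DMSO; some compounds called inactive have numbers as strong as hits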
PKA-R2B act: activators of human PKA-R2B complex; activation, % at 11.4 µM; actives 0.079% (n = 340,000); PKA-R2B holoenzyme dissociation, Cy5-IP20 fluorescence polarization; R2B truncated from residue 108, S112A mutant; 0% DMSO only, 100% 113 µM cGMP;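 active = activation above a cutoff set at the mean over all compounds plus 3 SD, cut at about 18% in these data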;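 also: higher means more holoenzyme dissociation and a rise in polarization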
PKA-R1A activ: activators of PKA-R1A complex; AID 504707; PKA-R1A dissociation, Cy5-IP20 fluorescence polarization; scaled: DMSO 0%, 113 µM cGMP 100%; P00514+P68181; activation, % at 11.4 µM; actives 0.083% (n = 340,000);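 active = percent activation above the mean of all tested compounds plus 3 SD, cut at about 19% in these data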;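 also: higher means more PKAc released from R1A so a rise in polarization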
DSG3 Ab inh: inhibitors of pemphigus antibody binding to human desmoglein-3; AID 588358; binding (percent of control), % at 10 µM; actives 0.48% (n = 310,000); DSG3-coupled beads, scFv-anti-DSG3-GFP binding, flow cytometry; stronger effect = lower value; P32926;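 active = binding more than 3 SD below its plate's average and above zero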;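 also: hits lower antibody fragment binding to DSG3; some compounds called inactive have numbers as strong as hits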
MOR-DOR inv ag: inverse agonists of human mu-delta opioid receptor heterodimerization; cell-based MOR-DOR heterodimer luminescence, inverse agonism; inhibition, % at 9.3 µM; actives 0.21% (n = 340,000); AID 504357; in the data active = inhibition above about 22%, passing the limit was not always enough;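 also: 0% = cells with DMSO and 100% = wells without cells with DMSO; values of inactives mirror those of a sister screen read the other way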
DAGLB inhibitor: diacylglycerol lipase beta (human) inhibition. Q8NCG7. HEK293T DAGLB membrane lysate, EnzChek fluorogenic substrate. inhibition, % at 5.17 µM. actives 0.059% (n = 340,000); in the data active = inhibition above about 34%;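 also: 0% = enzyme with vehicle and 100% = wells lacking enzyme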
V-ATPase pHluor: yeast V-ATPase proton transport regulation by pHLuorin | S. cerevisiae, pHLuorin cytosolic pH fluorescence | response, % at 10 µM | actives 0.37% (n = 350,000) | AID 504577; in the data active = response mostly above about 7.3%, no sharp cut-off; inactive = mostly below about 5.4%; also: actives read high; inactives centre near 0; some compounds called inactive have numbers as strong as hits; reference of the scale not given here
Arrestin-AP2 inh: human beta-arrestin and AP2 interaction inhibition; AID 504490; inhibition, % at 10 µM; FITC-arrestin peptide / GST-AP2 beads, flow cytometry; AP2 beta2 appendage carries R879A mutation; actives 0.31% (n = 340,000);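 active = inhibition above a set limit, near 3 SD of compounds lacking own fluorescence, cut at about 54% in these data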;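 also: plate controls were DMSO wells for no effect and 5 µM unlabelled arrestin peptide for full effect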
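System: GST-AP2 R879A glutathione beads; medium: PBS, Tween 20 0.05%, BSA 0.1%; reagent: fluorescein-tagged arrestin peptide at 50 nM final; schedule: pre-incubation 12 min, peptide binding 1 h, room temperature; detection: flow cytometry, FL1 (488/535 nm); read-out: inhibition as reduced fluorescein signal on beads, percent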
HTR5A ag: activates human HTR5A in OPRM1-OPRD1 agonist counter-screen | activation, % at 9.3 µM | HTR5A agonist assay, luminescence, cell-based | actives 0.61% (n = 340,000) | P47898; in the data active = activation mostly above about 9.5%, no sharp cut-off; inactive = mostly below about 7.6%;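 also: 0% = cells with vehicle only and 100% = reference agonist; strong numbers were not always called active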
An asterisk follows results filed as active; i = inactive; . = no result given.

smiles	OPRM1-OPRD1 ag	HTR5A inv ag	PKA-R2B act	PKA-R1A activ	DSG3 Ab inh	MOR-DOR inv ag	DAGLB inhibitor	V-ATPase pHluor	Arrestin-AP2 inh	HTR5A ag
CC(C)c1ccccc1NC(=S)N1CCN(Cc2ccc3c(c2)OCO3)CC1	2.1	-6	-9	3	111	-10	-4	1	13	2
CSc1ncccc1C(=O)NC(C)CCc1ccccc1 (stereo unspecified)	-3.3	-12	-3	-19	108	15	-5	-2	1	3
O=C(CNC(=O)C12CC3CC(CC(C3)C1)C2)Nc1ncccc1O	-0.6	21	-11	-2	100	2	1	-5	6	-8
CC(OC(=O)c1nsc(Cl)c1Cl)C(=O)NCc1cccs1 (stereo unspecified)	-0.6	1	7	2	100	4	-1	-1	7	-1
CN(C)c1ccc(C(CNC(=O)c2ccccc2F)c2c[nH]c3ccccc23)cc1 (stereo unspecified)	4.4	0	-7	-1	88	-32	2	4	8	0
CCSc1ncccc1-c1nc2ccccc2[nH]1	0.5	-1	-5	8	.	-3	2	0	6	1
CCN(Cc1ccccc1)S(=O)(=O)CCNC(=O)c1ccccc1	0.3	14	6	-5	112	-2	-1	-7	15	-6
COc1cc(C(=S)N2CCOCC2)cc(OC)c1OC(=O)c1ccccc1Cl	.	.	3	-3	103	.	-2	-2	.	.
COc1cccc(/C=C/C(=O)OCC(=O)Nc2ccc(Cl)cn2)c1	0.7	-3	-1	2	115	-3	-3	1	-11	1
O=C(NCCc1c[nH]c2ccccc12)c1cncc(Br)c1	-3.6	6	-5	-5	119	17	0	2	-23	-2
CC1CCN(C(=O)Cn2cc(S(=O)(=O)CC(=O)N3CCOCC3)c3ccccc32)CC1	-2.2	9	7	-3	.	11	0	-2	0	-2
COC(=O)C(NC(=O)c1ccco1)(Nc1nc(C2CC2)cs1)C(F)(F)F (stereo unspecified)	0.6	-15	2	4	98	-3	-6	1	3	3
COc1ccc(NC(=O)CCS(=O)(=O)c2cc3c(cc2Cl)NC(=O)CO3)cc1OC	-0.7	10	-7	-16	100	4	-1	1	8	-2
COc1ccc(-c2csc(NC(=O)CS(=O)(=O)c3ccccc3)n2)cc1	3.1	5	-3	-9	99	-16	4	3	-3	-2
CCN(CC)S(=O)(=O)c1ccc(N2CCOCC2)c(NC(=O)CC(C)(C)C)c1	-1.0	-6	-9	-2	87	5	0	0	-9	-2
CC1CN(S(=O)(=O)c2ccc(C(=O)Nc3sccc3C(N)=O)cc2)CC(C)O1 (stereo unspecified)	-0.8	-5	-7	-5	100	5	-1	-2	1	5
C#CCSc1nnc(C)c(C)n1	-0.3	-34	-2	8	104	1	3	1	-7	-3
O=C(O)/C=C\C(=O)N1CCc2ccccc21	0.2	4	-3	0	107	-1	2	-6	3	2
CSc1nsc(/C=C/Nc2ccc(C)cc2)c1C#N	1.9	6	3	-5	106	-11	-2	-1	-18	2
O=C(Nc1ccc(-c2csc(Nc3ccc(Cl)cc3)n2)cc1)c1ccccc1	4.8	-5	10	-1	103	-30	0	2	-3	7
Cc1ccc(S(=O)(=O)N2CCCOC2CNC(=O)C(=O)NCc2cccnc2)cc1 (stereo unspecified)	-2.3	3	-6	9	99	12	-1	2	4	5
Cc1ccc(C)c(N2N=C(C(=O)N(CC(C)C)c3c(N)n(Cc4ccccc4)c(=O)[nH]c3=O)CCC2=O)c1	-2.6	-3	-5	-15	109	11	0	-6	0	1
Cc1cc(-c2ccccc2C(=O)NCc2ccccc2)on1	-3.1	23	3	-3	118	13	-2	2	-1	0
CC(=O)Cc1nsc(NC(=O)c2csc3c2CCCC3)n1	-1.6	-25	-2	-1	.	9	-3	4	21	-2
Cc1ccc(-n2nnnc2SCC(=O)NCC2(N3CCCCC3)CCCCC2)c(C)c1	-2.1	14	7	2	104	8	2	2	2	4
NC(=O)CSc1oc(-c2ccco2)nc1S(=O)(=O)c1ccc(Cl)cc1	-0.3	2	-1	4	104	2	-1	0	4	1
COc1cc(C(=O)NCC(c2cccs2)N(C)C)cc(Cl)c1OC(C)C (stereo unspecified)	48*	4	-3	-16	100	-244	-2	3	36	-2
COc1ccc(-n2c(=O)c3c4c(sc3n(CC(=O)NCC3CCCO3)c2=O)CN(C(C)=O)CC4)cc1OC (stereo unspecified)	.	.	-8	-9	92	.	-1	6	.	.
Cc1ccc(NC2c3ncccc3C(=O)N2Cc2ccc(F)cc2)cc1 (stereo unspecified)	-2.1	-21	-3	-8	100	12	0	0	-4	0
COc1ccc(-c2cc(C(F)(F)F)nc(SCc3cccc(C(=O)O)c3)n2)cc1	-2.8	-22	1	-10	89	15	6	0	0	-4
COc1ccc(C[C@@H]2CN3C(=NC[C@@H]3C)N2C[C@H](C)NC(=O)CCC2CCCCC2)cc1	0.0	3	-9	-2	104	0	-2	0	0	9
Cc1c(C)c2ccc(OC(C)C(=O)N3CC[C@@]4(O)CCCC[C@H]4C3)c(C)c2oc1=O (stereo partly specified)	-2.2	0	4	-8	109	11	-3	-1	-6	-1
Cc1ccc(Cn2cc(/C=C/C(=O)O)c(-c3ccccc3)n2)cc1	-0.3	-22	0	-10	82	2	-1	-2	-2	9
CN(C)C(CNC(=S)Nc1ccccc1Cl)c1cccnc1 (stereo unspecified)	407*	5	-4	-10	82	i	0	3	0	0
CCCCN(C(=O)CCNC(=O)NC12CC3CC(CC(C3)C1)C2)c1c(N)n(CCC)c(=O)[nH]c1=O	-0.1	5	-4	5	100	0	0	-2	-4	-2
CC(C)[C@H](NC(=O)C1CCN(S(=O)(=O)c2ccc(F)cc2)CC1)C(=O)N1CCCCCC1	-1.2	-33	-3	3	101	6	0	3	0	1
O=C(Nc1ccc(Cl)cc1)Nc1cnccn1	1.3	5	-2	-7	105	-6	1	1	10	1
O=C1N[C@@H](Cc2ccccc2)C(=O)N1CCN1CCOCC1	-2.6	-36	-3	7	98	15	1	-3	-1	2
CC(C)OCCCNC(=O)c1cn(C)c2ccc(S(=O)(=O)N3CCCC3)cc2c1=O	-2.4	-3	-10	1	110	12	1	-3	8	0
CC1=Nc2cc([N+](=O)[O-])ccc2NC(C)(C)C1	4.0	14	-5	-2	104	-20	3	-2	1	-1
O=C(CNC(=O)c1cccc(F)c1)OCC(=O)N1CCN(C(=O)c2ccco2)CC1	-3.3	16	2	13	102	17	-1	0	-6	-2
Cc1nc(NC(=O)c2ccc(-c3cc4ccccc4oc3=O)cc2)ccc1Br	-2.4	5	3	-2	.	12	3	-3	11	-1
Cc1onc(-c2ccccc2)c1C(=O)N/N=C/c1ccccc1OC(C)C	2.3	4	-2	-3	93	-12	1	2	-7	1
COc1ccccc1N1CCN(C(=O)/C=C/c2cccc([N+](=O)[O-])c2)CC1	-2.6	-5	-1	5	.	13	0	-2	4	2
COc1ccccc1NC(=O)CCCc1nnc2n(C)c(=O)c3sccc3n12	-0.4	-12	2	-2	92	3	-2	0	26	2
CCOC(=O)c1sc(-c2cccc(C(F)(F)F)c2)nc1O	-1.7	8	-2	-2	99	9	1	1	43	-1
O=C(Nc1ccccc1)C1C2CCC3C(CCC21)C3(Cl)Cl (stereo unspecified)	4.5	-4	-2	-4	108	-26	-7	0	-2	-1
CC(=O)Nc1ccc(Nc2ncnc3c2cnn3-c2ccc(C)cc2C)cc1	-1.0	-7	-2	-11	105	5	0	0	-1	2
Cc1cc(S(=O)(=O)NCc2ccc(S(N)(=O)=O)cc2)c(C)s1	-1.8	-12	-1	-11	97	8	-1	0	2	-1
CCc1cc(=O)oc2cc(OC(C)C(=O)NCc3ccccn3)ccc12 (stereo unspecified)	-2.6	-2	7	5	98	14	1	-3	18	1

Given as labelled records: part of the list above
> O=C(Nc1ccccc1)C1C2CCC3C(CCC21)C3(Cl)Cl (stereo unspecified)
  OPRM1-OPRD1 ag = 4.5
  HTR5A inv ag = -4
  PKA-R2B act = -2
  PKA-R1A activ = -4
  DSG3 Ab inh = 108
  MOR-DOR inv ag = -26
  DAGLB inhibitor = -7
  V-ATPase pHluor = 0
  Arrestin-AP2 inh = -2
  HTR5A ag = -1
> CC(=O)Nc1ccc(Nc2ncnc3c2cnn3-c2ccc(C)cc2C)cc1
  OPRM1-OPRD1 ag = -1.0
  HTR5A inv ag = -7
  PKA-R2B act = -2
  PKA-R1A activ = -11
  DSG3 Ab inh = 105
  MOR-DOR inv ag = 5
  DAGLB inhibitor = 0
  V-ATPase pHluor = 0
  Arrestin-AP2 inh = -1
  HTR5A ag = 2

New compounds follow:
smiles	OPRM1-OPRD1 ag	HTR5A inv ag	PKA-R2B act	PKA-R1A activ	DSG3 Ab inh	MOR-DOR inv ag	DAGLB inhibitor	V-ATPase pHluor	Arrestin-AP2 inh	HTR5A ag
COc1ccc(NC(=O)NC2(C(=O)N3CCN(C)CC3)CCCCC2)cc1	-2.8	-15	5	11	105	15	-1	-1	27	6
CCn1cc(S(=O)(=O)c2cccc(C)c2)c(=O)c2cc(F)c(N3CCN(C)CC3)cc21	-2.4	-5	12	2	111	12	0	-1	29	1
O=C(CSc1nnc(C2CC2)n1C1CC1)c1ccccc1F	-2.4	3	-7	4	.	10	-1	5	-9	-1
CCc1cc(C(=O)c2ccccc2)c(N)s1	-1.3	-6	1	2	104	6	-3	-4	1	-8
Cc1ccc(C2=Nc3ccccc3NC(C)(c3ccc(C)o3)C2)o1 (stereo unspecified)	-1.0	3	5	-1	114	6	2	0	0	-2
CCc1cccc(NC(=O)CCc2nc(-c3cccs3)no2)c1	-2.9	-1	6	1	100	15	-7	-2	5	0
Cc1cc(C)cc(NC(=O)CCC(=O)Nc2cc(C)on2)c1	1.1	-11	1	5	102	-6	4	1	5	5
NC(=O)c1nsc(C(=O)N(Cc2ccco2)C(C(=O)NCc2ccccc2)c2ccc(O)cc2)c1N (stereo unspecified)	0.4	-21	11	1	106	-2	1	3	25	8
O=C(Cc1coc2cc3c(cc12)CCC3)NCC1(N2CCCCC2)CCCCC1	2.2	-1	-11	-1	101	-16	-1	3	14	0
CC(C)NC(=O)N(O)C1N(Cc2ccc3c(c2)OCO3)C(=S)SC1(C)C (stereo unspecified)	-0.2	14	2	-3	106	1	-2	3	3	0
CCOc1ccc(-n2c(N)c(C(=O)N3CCN(C)CC3)sc2=S)cc1	-0.3	0	-1	8	85	2	0	0	0	0
COc1ccc(NC(=O)Nc2cnccn2)cc1OC	-2.1	-9	10	3	112	8	0	-1	-9	4
O=[N+]([O-])c1ccc(S(=O)(=O)NCC(c2ccc3c(c2)OCO3)N2CCOCC2)cc1 (stereo unspecified)	.	.	2	11	101	.	-4	-3	.	.
COc1ccc(NC2CCCN(C(=O)CSc3ccccn3)C2)cc1OC (stereo unspecified)	0.4	9	0	-2	106	-2	2	2	13	3
Cc1ccc(C)c(N2CCN(C(=O)c3ccc(CS(=O)Cc4cccc(Cl)c4)o3)CC2)c1 (stereo unspecified)	-0.1	12	-10	11	104	0	-1	3	13	0
CCOC(=O)C(=O)C1C(=O)Nc2ccccc21 (stereo unspecified)	-6.0	12	7	13	91	31	-1	-3	2	-3
O=C1C(=O)N(CCS(=O)(=O)c2ccccc2)c2ccc(Cl)cc21	-0.7	-2	-9	-8	112	3	-2	1	-7	1
